# Compound activity (PubChem BioAssay)
# D2 antagonist: D2 dopamine receptor (human) antagonism | HEK293 TREx D2 cells, calcium flux, dopamine EC80 | inhibition, % at 10 µM | 340,000 compounds, 2% hits; in the data active means inhibition above about 30%; further: 0% is about no effect
#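 Tetracycline-induced HEK293 T-REx cells expressing D2 force-coupled to calcium signalling were dye-loaded, exposed to compound for 180 s, then challenged with an EC80 of dopamine; calcium flux was followed kinetically for a further 180 s.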
# D1 PAM: human D1 dopamine receptor positive modulation; P21728; HEK293 TREx D1 cells, calcium flux, dopamine EC20 potentiation; potentiation, % at 10 µM; 360,000 compounds, 0.036% hits; AID 504651; in the data active means potentiation above about 30%; further: 0% is about no effect
# Target sequence (P21728 whole entry, looked up): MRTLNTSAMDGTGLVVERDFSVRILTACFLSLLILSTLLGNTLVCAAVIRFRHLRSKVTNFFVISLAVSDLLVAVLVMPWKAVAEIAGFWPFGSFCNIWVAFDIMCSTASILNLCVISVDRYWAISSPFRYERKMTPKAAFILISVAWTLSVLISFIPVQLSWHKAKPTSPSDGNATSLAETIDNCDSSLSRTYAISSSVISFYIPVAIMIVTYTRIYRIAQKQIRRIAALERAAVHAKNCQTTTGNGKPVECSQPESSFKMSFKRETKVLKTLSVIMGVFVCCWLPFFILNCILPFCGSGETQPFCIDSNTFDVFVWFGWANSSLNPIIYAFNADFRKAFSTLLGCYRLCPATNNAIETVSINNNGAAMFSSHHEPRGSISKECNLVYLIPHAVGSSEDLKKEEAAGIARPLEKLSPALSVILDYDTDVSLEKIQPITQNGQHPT
# RXFP1 agonist: RXFP1 (human) receptor agonism; 370,000 compounds, 0.3% hits; Potency, µM (top dose mostly 57.5 µM), without a hit: top-dose activation, usual class: activators; Q9HBX9; HEK293T-RXFP1 cAMP TR-FRET, 30 min; response scale: percent of porcine relaxin response, buffer zero; active means well fitted activation curve with a large enough effect; further: potency means the concentration at half of the fitted maximal effect; on the % scale 0 is the no-effect control and ±100 the full control effect; nearly all actives have a fitted effect of over 60% in size; many of its hits are not listed in these tables
#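 HEK293 cells stably expressing RXFP1, treated 30 min at 37C with compounds plus PDE4 inhibitor Ro 20174; cAMP measured by HTRF TR-FRET. Normalized to buffer and 29 nM porcine relaxin; EC50 by Hill fit.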
# D2 ag: activates the human D2 dopamine receptor. AID 485358. 340,000 compounds, 0.53% hits. P14416. HEK293 T-REx D2 cells, calcium flux agonist mode. activation, % at 2 µM;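 active means activation over 3 SD above normal in the single-dose calcium agonist read, cut at about 30% in these data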; further: 0% is about no effect
#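 HEK293 Trex D2 cells, tetracycline-induced, o/n 30 C 5% CO2; no-wash Ca dye, RT 30–90 min; 10-cycle baseline, 23 nl cpd added, kinetic Ca read 180 s; agonist hits = positive Ca response.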
# D1 ag: agonists of human D1 dopamine receptor; HEK293 T-REx D1 cells, calcium flux, agonist mode; activation, % at 2 µM; 360,000 compounds, 1% hits; AID 504660; in the data active means activation above about 30%; further: 0% is about no effect
#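 Inducible HEK293 T-REx D1 cells, force-coupled to calcium signalling, were plated at 4000 cells/well with tetracycline and held overnight at 30 C. After no-wash calcium dye loading, compound-evoked calcium rise over 180 s flagged agonists.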
# D1 antag: antagonists of human D1 dopamine receptor; P21728; HEK293 TREx D1 cells, calcium flux, dopamine EC80; hits give low values; activity change, negative = inhibition, % at 10 µM; 360,000 compounds, 3.2% hits; AID 504652; in the data active means activity change below about -30%; further: on the % scale 0 is the no-effect control and ±100 the full control effect
#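 Tetracycline-induced HEK293 Trex D1 cells, force-coupled to calcium, dye-loaded; compounds added and read 180 s, then EC80 dopamine added and calcium flux tracked kinetically another 180 s.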
# TRHR PAM: TRH receptor (human) allosteric enhancement; TRHR cells, fluo-8 calcium fluorescence, EC20 TRH enhancement; enhancement, % at 2 µM; 360,000 compounds, 0.66% hits; AID 493056; in the data active means enhancement above about 30%; further: 0% is about no effect
# Target sequence (P34981 whole entry, looked up): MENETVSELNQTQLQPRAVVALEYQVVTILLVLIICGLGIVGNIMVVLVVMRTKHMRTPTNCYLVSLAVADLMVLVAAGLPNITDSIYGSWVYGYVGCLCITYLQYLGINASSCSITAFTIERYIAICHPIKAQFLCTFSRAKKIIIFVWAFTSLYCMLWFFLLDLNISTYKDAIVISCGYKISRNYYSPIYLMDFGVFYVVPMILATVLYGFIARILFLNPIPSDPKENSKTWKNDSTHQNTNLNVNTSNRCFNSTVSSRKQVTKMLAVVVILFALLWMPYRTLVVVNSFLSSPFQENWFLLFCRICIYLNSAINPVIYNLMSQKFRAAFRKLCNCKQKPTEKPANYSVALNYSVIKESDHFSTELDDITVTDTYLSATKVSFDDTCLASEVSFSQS
#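 TRHR-expressing cells loaded with fluo-8 calcium dye were read kinetically (ex 480/em 530) during compound addition, then stimulated with an EC20 of TRH (10 nM final). Enhancement of the Gq-mediated intracellular calcium response was scored.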
# RXFP1 antag: antagonists of human relaxin receptor RXFP1; HEK293-RXFP1, relaxin-stimulated cAMP HTRF, 30 min; hits give low values; 350,000 compounds, 0.59% hits; activity change, negative = inhibition, % at 57.5 µM; Q9HBX9;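 active means activity change of -60% or lower, but not beyond a set lower limit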; further: on the % scale 0 is the no-effect control and ±100 the full control effect
# D2 PAM: positively modulates the human D2 dopamine receptor allosterically | P14416 | HEK293 T-REx D2, calcium flux, EC20 dopamine potentiation | potentiation, % at 10 µM | 340,000 compounds, 0.34% hits | AID 485347;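 active means potentiation over 3 SD above the plate norm, cut at about 30% in these data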; further: 0% is about no effect
#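 Primary screen. Calcium kinetics in induced HEK293 T-REx D2 cells: compound pre-addition 180 s, EC20 dopamine, 180 s more.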
# An asterisk follows results filed as active; . = not tested or not shown.
SMILES,D2 antagonist,D1 PAM,RXFP1 agonist,D2 ag,D1 ag,D1 antag,TRHR PAM,RXFP1 antag,D2 PAM
COc1ccc(CNC(=O)CN(Cc2ccco2)C(=O)CCC(=O)Nc2ccccn2)cc1,5,3,-1.2%,1.4,2,-1,-3,-4,-2
Cc1ccc(COC(=O)CCCN=C2NS(=O)(=O)c3ccccc32)cc1,-6,-5,0.9%,0.7,19,-12,0,-2,3
COc1cc(CNCCCN2CCOCC2)cc(Br)c1OCC(=O)N1CCCCC1,32*,-2,-2.2%,0.0,1,-3,-17,-7,8
O=C(Cc1cccs1)Nc1nnc(Cc2ccc(F)cc2)s1,-5,-4,1.0%,23,-1,-4,4,.,-11
NC(=O)CN(c1ccccc1)C1SC(=O)N(Cc2ccccc2)C1=O (stereo not given),-13,-3,0.4%,-0.1,1,2,8,17,-5
CC(C)COc1ccc(Nc2ncnc3ccc(Br)cc23)cc1,.,0,1.0%,1.5,-2,-19,-3,.,12
COCCNC(=O)c1cccc(OC2CCN(Cc3ccc(C(=O)OC)cc3)CC2)c1,0,-1,-2.8%,-0.9,3,2,2,-5,-26
CC(Sc1nc2nn(-c3ccccc3)c(=O)c-2c2n1CCCCC2)C(N)=O (stereo not given),4,11,0.0%,1.2,0,0,3,-6,9
CCC(C)(C(=O)NC1CCCC1)N(C)C(=O)c1ccccn1 (stereo not given),-4,-7,1.5%,0.2,2,-14,7,-6,11
CCOC(=O)c1c(NC(=O)c2cccs2)sc2c1CCC2,3,1,0.5%,-0.7,1,-4,2,-4,-10
CCn1c(CNC(=O)c2ccc(OC)c(OC)c2)nnc1SCC(=O)Nc1ccc(OC)cc1,1,-3,1.0%,2.9,7,7,4,-8,-5
Cc1nn2c(N3CCN(c4ccccn4)CC3)cc(C(C)C)nc2c1-c1ccccc1,12,0,2.5%,1.0,2,-15,8,16,12
CCc1ccc(NC(=O)c2cc3sc(Cl)cc3n2C)cc1,.,-5,0.9%,-0.6,3,-43*,6,-28,10
CC(C)CN1CCNC(=O)C1CC(=O)NCc1cnn(-c2cccc(F)c2)c1 (stereo not given),-20,6,3.3%,0.3,1,-2,-5,5,-4
O=C(N/N=C/C(c1ccccc1)c1ccccc1)c1ccccc1F,13,-1,-1.4%,0.0,5,-4,-7,-31,14
CC(=O)c1ccc(OCC(O)CN2CCN(c3ccc(F)cc3)CC2)cc1 (stereo not given),17,-1,-1.9%,83*,4,-15,-7,-6,-49
Cc1ccc(-n2nc(N)c3c(=O)oc(N(C)C)nc32)cc1,28,5,-2.5%,0.0,2,7,1,3,7
CCOc1ccc(N/C=C/C(=O)c2cc(OC)c(OC)c(OC)c2)cc1,11,-2,-0.7%,0.3,-1,10,36*,2,-6
CCOc1cccc(-c2cc(C(=O)N/N=C/c3ccc(OC)c(CN4CCOCC4)c3)c3ccccc3n2)c1,4,-4,5.4%,0.8,4,-3,-6,0,4
O=C(O)Cc1ccc(NC2(c3ccccc3)C(=O)c3ccccc3C2=O)cc1,.,-8,-1.0%,.,1,-13,-6,.,-9
CCCCNC(=O)C1(NC(=O)Nc2ccccc2)CCCCC1,-7,-4,-1.1%,0.2,1,0,-14,-4,12
CNCC(O)CN1CCN(c2ccccc2OC)CC1 (stereo not given),-12,-7,0.4%,0.3,5,7,13,-8,0
CC(=O)NNc1ncnc2c1cnn2-c1ccc(C)c(Cl)c1,5,2,1.0%,0.1,7,-10,31*,-3,5
O=c1oc2ccccc2n1Cc1cccc(Cl)c1,-2,1,0.2%,0.7,0,-5,-3,-4,-9
COc1cc2ccc(=O)oc2c(O)c1OCC=C(C)C,-14,-4,2.0%,0.9,-1,-11,-4,-16,9

# Carrying on:
SMILES,D2 antagonist,D1 PAM,RXFP1 agonist,D2 ag,D1 ag,D1 antag,TRHR PAM,RXFP1 antag,D2 PAM
O=C(NCCSCc1c(F)cccc1Cl)c1ccco1,-16,-10,0.6%,0.6,12,-33*,16,1,3
CCOc1cccc(C(=O)Nc2nc3c(s2)CC(C(C)(C)C)CC3)c1 (stereo not given),.,2,-0.3%,-1.6,0,0,6,.,.
CC(c1nnc(SCC(=O)Nc2cccnc2Cl)n1-c1ccccc1)N(C)C (stereo not given),-36,1,-0.7%,1.0,1,5,-3,-10,4
O=C(CN1CCCC1)Nc1ccc(Cl)cc1C(F)(F)F,0,0,1.6%,1.3,1,8,1,1,-2
CC1=C(C(=O)OC(C)(C)C)C(c2cccc3ccccc23)NC(=O)N1 (stereo not given),-2,3,-1.1%,-2.3,1,8,3,-7,1
CCC(CO)N=CC1=C(O)C(C(=O)c2ccccc2)CCC1=O (stereo not given),-17,-2,0.4%,0.4,2,9,-2,-13,-12
CCCCn1c(CNC(=O)C23CC4CC(CC(C4)C2)C3)nnc1SC(C)CC (stereo not given),5,-11,0.7%,-0.3,0,6,-5,-8,6
CN(C)S(=O)(=O)c1ccc(N=Cc2c(C(F)(F)F)[nH][nH]c2=O)cc1,21,-3,2.3%,0.8,2,29,-3,15,4
CSCCC(NC(=O)c1ccccc1Br)C(=O)N1CCC(C)CC1 (stereo not given),11,-4,0.3%,1.5,1,4,-6,3,-3
Cc1ccc(S(=O)(=O)NCC(C)n2nc(C)cc2C)cc1 (stereo not given),-18,-1,1.1%,-3.0,-1,9,-1,-4,.
COc1ccc(NC(=O)COC(=O)c2cnccn2)cc1Cl,16,-3,0.3%,0.9,0,-27,-9,-1,-3
CCCCN(C)C(=O)C1CCC(=O)N(c2cc(OC)c(OC)c(OC)c2)C1c1ccc(OC)cc1 (stereo not given),-15,-4,0.4%,0.4,0,2,7,7,7
COc1ccc(C(C)(C)C)cc1NC(=O)C1CCCO1 (stereo not given),0,1,1.5%,-0.2,2,6,-3,-11,13
Cc1nn(CC(=O)NCCN2CCCCCC2)c(=O)c2nn(-c3ccccc3)c(C)c12,-8,2,4.6%,-0.1,5,13,-2,4,-8
O=C(c1cc2nc(-c3ccco3)cc(C(F)(F)F)n2n1)N1CCN(Cc2ccccc2)CC1,-4,0,-1.6%,0.5,0,5,-1,-6,2
COC(=O)C1=C(O)/C(=C\c2cc(C)n(-c3ccccc3C)c2C)N=C1C,32*,-8,0.8%,0.0,17,-24,-5,-8,13
COc1cc(C#N)ccc1OCC(=O)NCCC1=CCCCC1,6,-2,3.7%,-0.7,1,17,0,13,5
C=CCNC(=O)C1CCC(C(=O)NCC=C)CC1 (stereo not given),.,-1,1.3%,.,4,-6,2,1,-4
O=C(/C=C/c1ccccc1)NCCSCc1ccc(Cl)cc1,-2,-8,-0.6%,-0.2,7,-1,-4,19,-8
CCCCc1c(C)c(C#N)c2nc3ccccc3n2c1Cl,-2,-6,2.8%,-0.4,0,-3,-4,.,9
CC(OC(=O)CN1C(=O)NC2(CCCC2)C1=O)c1ccc(F)cc1 (stereo not given),-18,-1,1.9%,0.1,5,-2,11,-2,-7
CCC(=O)N1CCN(c2cc(N3CCN(C)CC3)c(F)cc2[N+](=O)[O-])CC1,1,2,4.7%,-0.2,0,-17,1,-2,-1
COc1nc(NC2CCCCC2)nc(N2CCCCCC2)n1,2,-1,1.9%,-0.6,2,3,-6,-14,7
COc1ccccc1NC(=O)CN1CCN(c2ccccn2)CC1,50*,-9,0.4%,14,0,-18,10,-7,12
O=c1[nH]nc(SCc2cc(Cl)ccc2Cl)c(=O)[nH]1,-3,2,-2.5%,0.1,0,6,5,-3,-6

# An excerpt from above, limited to D2 ag and D1 ag:
Structure,D2 ag,D1 ag
O=C(/C=C/c1ccccc1)NCCSCc1ccc(Cl)cc1,-0.2,7
CCCCc1c(C)c(C#N)c2nc3ccccc3n2c1Cl,-0.4,0

# Some of the entries so far, as labelled records.
> Cc1ccc(COC(=O)CCCN=C2NS(=O)(=O)c3ccccc32)cc1
  D2 antagonist = -6; D1 PAM = -5; RXFP1 agonist = 0.9%; D2 ag = 0.7; D1 ag = 19; D1 antag = -12; TRHR PAM = 0; RXFP1 antag = -2; D2 PAM = 3

> COc1ccc(NC(=O)COC(=O)c2cnccn2)cc1Cl
  D2 antagonist = 16; D1 PAM = -3; RXFP1 agonist = 0.3%; D2 ag = 0.9; D1 ag = 0; D1 antag = -27; TRHR PAM = -9; RXFP1 antag = -1; D2 PAM = -3

> CCOc1cccc(-c2cc(C(=O)N/N=C/c3ccc(OC)c(CN4CCOCC4)c3)c3ccccc3n2)c1
  D2 antagonist = 4; D1 PAM = -4; RXFP1 agonist = 5.4%; D2 ag = 0.8; D1 ag = 4; D1 antag = -3; TRHR PAM = -6; RXFP1 antag = 0; D2 PAM = 4

# Continuation.
SMILES,D2 antagonist,D1 PAM,RXFP1 agonist,D2 ag,D1 ag,D1 antag,TRHR PAM,RXFP1 antag,D2 PAM
CCOc1cc(C(=S)N2CCCC2)ccc1OC(=O)Cc1ccc(F)cc1,14,-8,0.1%,0.5,17,-3,-1,-1,-2
CCCSc1nc(=O)c2c(n1C)NC(=O)CC2c1cccc(F)c1F (stereo not given),.,-1,16%,1.4,-1,-2,-3,3,8
Cc1cc(C)c(OCC(=O)OCC(=O)N2CCCc3ccccc32)c(C)c1,-10,-2,0.2%,0.1,7,-2,5,-9,8
COc1cccc([C@@H]2Oc3ccc(OC)cc3C(=O)[C@H]2OC(=O)N[C@H](C)C2CCCCC2)c1,.,8,3.4%,.,-1,23,-13,.,.
O=S(=O)(/C=C/c1ccccc1)Nc1cccc(S(=O)(=O)NC2=NCCC2)c1,2,0,1.6%,-0.3,-2,-7,-3,6,-4
CCOc1ccccc1N(CC(=O)NC1CCCCC1)C(=O)CCCC(=O)Nc1ccccn1,-6,0,0.3%,0.9,5,-20,-8,-19,-2
O=C(c1ccc(F)cc1F)N1CCN(S(=O)(=O)c2ccc3c(c2)OCCO3)CC1,18,-4,1.2%,0.3,3,-9,-4,-5,3
COC(=O)c1cc(CNC(=O)c2ccc(O)c(Cl)c2)ccc1OC,23,-3,1.6%,0.5,1,7,-3,20,9
N/C(=N\OC(=O)c1ccccc1Cl)c1cccc([N+](=O)[O-])c1,-6,-1,0.3%,0.3,0,-10,-6,16,-6
COc1ccc(N(C)C(=O)c2cc3c(s2)-c2ccccc2OC3)c(OC)c1,.,-9,4.1%,.,2,-40*,-3,-19,.
COc1cccc(C2CC(c3cccc(C)c3)n3ncnc3N2)c1 (stereo not given),-16,-3,0.8%,-0.6,-3,12,-3,-6,-10
CCOC(=O)C1CCN(C(=O)COC(=O)c2cccc(F)c2)CC1,-9,-2,2.4%,0.1,5,0,36*,0,-6
O=C(c1ccccc1F)N1CCN(C2CCC(c3ccccc3)CC2)CC1 (stereo not given),-6,-3,-0.2%,-0.8,0,-26,2,-24,-5
CCCCC1(c2ccc(F)cc2)NC(=O)N(CC(=O)N2CCN(C(=O)c3ccco3)CC2)C1=O (stereo not given),6,9,1.3%,0.6,9,4,0,-9,2

# Not all compounds are listed. The share of hits here may be higher or lower than overall.
